High-throughput results from PubChem BioAssay.
TCR-CD3 inh = human TCR-CD3 binding inhibition; TAMRA-labeled TCR probe fluorescence, biochemical; inhibition, % at 9.4 µM; 360,000 compounds, 0.37% hits; AID 651800; in the data active means inhibition above about 19%;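 further: recombinant mutant TCR 2C K166C tagged with TAMRA read by polarization; 0% = receptor in buffer alone and 100% = receptor with positive control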
rCAG RNA binder = binds r(CAG) RNA repeats; r(CAG) RNA repeat, TO-PRO-1 dye displacement fluorescence; inhibition, % at 3 µM; 370,000 compounds, 1.3% hits; AID 651821;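 active means inhibition above the plate cutoff, the mean of all test compounds on that plate plus 3 SD, cut at about 35% in these data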;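 further: 0% = DMSO alone and 100% = 100 µM mitoxantrone as full dye displacement; higher means more dye released from RNA so lower well fluorescence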
MBD2 DNA inh = blocks human MBD2 binding to methylated DNA; 370,000 compounds, 0.31% hits; inhibition, % at 4.4 µM; TR-FRET, MBD2 binding to methylated oligonucleotide; Q9UBB5; in the data active means inhibition above about 13%
NPR1 activator = GC-A (human) enzyme activation; HEK293 GC-A cells, cGMP TR-FRET, EC30 ANP; 0% at EC30 ANP, 100% saturating ANP; activation, % at 10 µM; P16066; AID 1671463; 370,000 compounds, 0.14% hits; in the data active means activation above about 40%
Target sequence (P16066 whole entry, looked up): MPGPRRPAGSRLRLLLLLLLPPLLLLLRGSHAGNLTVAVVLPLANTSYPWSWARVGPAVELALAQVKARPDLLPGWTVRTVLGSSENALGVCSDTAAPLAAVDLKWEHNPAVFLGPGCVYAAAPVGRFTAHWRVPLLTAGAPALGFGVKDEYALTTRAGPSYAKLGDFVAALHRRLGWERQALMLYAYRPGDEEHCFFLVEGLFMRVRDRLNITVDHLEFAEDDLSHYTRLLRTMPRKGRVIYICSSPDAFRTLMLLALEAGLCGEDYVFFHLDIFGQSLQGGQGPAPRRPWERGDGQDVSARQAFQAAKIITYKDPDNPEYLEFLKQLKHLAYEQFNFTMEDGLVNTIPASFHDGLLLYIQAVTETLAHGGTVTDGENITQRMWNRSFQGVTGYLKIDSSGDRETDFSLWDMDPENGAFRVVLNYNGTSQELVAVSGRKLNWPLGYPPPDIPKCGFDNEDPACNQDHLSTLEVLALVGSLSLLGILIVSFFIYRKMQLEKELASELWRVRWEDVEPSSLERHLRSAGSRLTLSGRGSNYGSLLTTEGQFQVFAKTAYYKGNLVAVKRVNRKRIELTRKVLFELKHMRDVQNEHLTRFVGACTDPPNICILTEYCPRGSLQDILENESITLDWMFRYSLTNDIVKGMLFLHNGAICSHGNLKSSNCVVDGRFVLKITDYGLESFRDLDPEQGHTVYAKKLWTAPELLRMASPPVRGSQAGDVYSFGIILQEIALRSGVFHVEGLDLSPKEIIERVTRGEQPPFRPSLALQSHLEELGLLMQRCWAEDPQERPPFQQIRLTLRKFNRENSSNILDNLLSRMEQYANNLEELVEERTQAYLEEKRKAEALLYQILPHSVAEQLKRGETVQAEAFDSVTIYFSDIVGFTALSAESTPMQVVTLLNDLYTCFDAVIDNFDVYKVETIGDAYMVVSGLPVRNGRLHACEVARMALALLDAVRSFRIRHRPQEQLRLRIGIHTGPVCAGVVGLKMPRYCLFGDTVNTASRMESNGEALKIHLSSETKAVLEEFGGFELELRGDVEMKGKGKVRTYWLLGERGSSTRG
ABHD4 inh = inhibits mouse alpha/beta hydrolase domain 4 | purified mABHD4, FP-Rh probe fluorescence polarization | AID 720543 | Q8VD66 | inhibition, % at 8.92 µM | 370,000 compounds, 0.54% hits;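 active means inhibition exceeding the mean over every tested compound plus 3 SD, cut at about 30% in these data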;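 further: 0% = plate median of compound wells and 100% = S159A mutant with DMSO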
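Doses – 8.92 µM, single dose · Material – wild-type mouse ABHD4 protein · Replication – single well per compound (singlicate) · Measure – percent inhibition of probe binding, normalized to plate controls · Schedule – 45 min compound pre-incubation plus 60 min probe step, 25 °C · Detection – fluorescence polarization with parallel and perpendicular emission, 525/598 nm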
PRMT1 FP inh = PRMT1 (human) inhibition, primary screen; Q99873; recombinant PRMT1, activity-based probe fluorescence polarization; inhibition, % at 2.79 µM; 370,000 compounds, 1.3% hits; AID 652257;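 active means inhibition above about 21% made by adding two undisclosed values, limit read from the data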
UHRF1 binding = UHRF1 methyl-DNA binding inhibition. AID 687016. inhibition, % at 4.4 µM. 370,000 compounds, 0.75% hits. UHRF1 binding to methylated oligo, TR-FRET. Q96T88; in the data active means inhibition above about 21%;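 further: UHRF1 SRA domain binding a hemimethylated CpG hairpin DNA probe; 0% = median of test compound wells and 100% = reference inhibitor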
SIAE inh = blocks human sialic acid acetylesterase; Q9HAT2; SIAE FP-Rh probe binding, fluorescence polarization; inhibition, % at 9.66 µM; 370,000 compounds, 0.69% hits;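 active means inhibition above a cutoff: mean of compounds within the control limits plus 3 SD of those, cut at about 17% in these data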;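 further: 0% = plate median of compound wells and 100% = probe without SIAE protein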
HTRA1 inhibitor = inhibitors of human serine peptidase HTRA1. AID 504803. Q92743. inhibition, % at 5.96 µM. 340,000 compounds, 0.5% hits. recombinant HTRA1, FP-rhodamine activity-based probe, fluorescence polarization; in the data active means inhibition above about 36%;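 further: 0% = enzyme with DMSO and 100% = wells lacking enzyme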
NPR2 activator = GC-B (human) receptor activation; P20594; AID 1920062; 370,000 compounds, 0.11% hits; HEK293-GC-B cells, CNP EC30, cGMP TR-FRET; 0% at EC30 CNP, 100% saturating CNP; activation, % at 10 µM;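 active means activation at 10 µM reaching about 35% in either raw or pattern-adjusted values, limit read from the data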
Starred values were filed as active, the others as inactive; nt = not tested or not shown. Some of the compounds tested; the hit share may differ from the screen's.

Values run as follows: TCR-CD3 inh	rCAG RNA binder	MBD2 DNA inh	NPR1 activator	ABHD4 inh	PRMT1 FP inh	UHRF1 binding	SIAE inh	HTRA1 inhibitor	NPR2 activator
- COc1ccc(OCC(=O)N2CCc3c([nH]c4ccccc34)C2c2ccccn2)cc1 (stereo unspecified)
  -2	2	2	-2	-10	0	-3	-5	-5	-3
- CC1(C2CCCC2)NC(=O)NC1=O (stereo unspecified)
  -5	1	0	0	-2	5	3	0	-1	-3
- COc1cc(NS(=O)(=O)c2cn(C)cn2)cc(OC)c1
  7	2	2	0	9	-1	-4	-1	5	-9
- COc1cc(C(=O)N2C[C@H]3CC[C@H]2C3)ccc1OC1CCN(C(C)=O)CC1
  5	-7	3	-2	1	-1	0	1	3	-8
- COc1ccc(CCN=C(N)NS(=O)(=O)c2ccc(C)cc2)cc1
  5	-3	2	1	-4	1	5	0	-4	4
- Cc1sc(NC(=O)CN2CCN(c3ccccn3)CC2)c(C#N)c1C
  4	-4	0	-4	4	-2	-2	-2	-2	-5
- O=C(O)c1ccc(-c2nc(-c3ccccc3)c(-c3cccs3)[nH]2)cc1
  8	3	1	1	0	0	0	-3	-2	-5
- CC(=O)c1cccc(NC(=S)NCCc2ccc(Cl)cc2)c1
  -7	3	4	-2	-12	6	1	2	-27	3
- O=C1CN(C(=O)N[C@@H](Cc2ccccc2)C(=O)N[C@H](Cc2ccccc2)C(=O)O)c2ccccc2N1
  0	7	6	4	5	-1	3	5	5	-1
- Cc1ccccc1C(=O)N(C)[C@H]1C[C@H]2c3[nH]c4ccccc4c3CCN2C[C@H]1[C@H](C)O
  -5	4	-6	5	6	-2	-4	3	nt	2
- COC(=O)[C@@]12C[C@@H](CC(=O)N3CCSCC3)C(=O)N(Cc3ccccc3)C1=CCC(C)(C)C2
  -3	0	3	-1	3	3	1	2	nt	-7
- O=C1CNc2ccc(C(=O)N3CCN(c4ccccn4)CC3)cc2N1
  1	-1	2	-2	0	-5	-2	4	2	-6
- COC(=O)COc1cccc(NC(=O)c2ccc(C)cc2)c1
  9	-3	-7	-1	0	-1	-2	-1	-3	0
- Cc1ccccc1NC(=O)Cc1nc(COC(=O)c2ccc(Cl)c(S(N)(=O)=O)c2)cs1
  -7	11	-1	0	-4	-1	3	-7	-10	1
- O=C(Nc1c(-c2ccc(F)cc2)nc2ccccn12)c1ccc(F)cc1
  8	5	3	5	-1	-4	-2	-8	-3	3

Values run as follows: TCR-CD3 inh	rCAG RNA binder	MBD2 DNA inh	NPR1 activator	ABHD4 inh	PRMT1 FP inh	UHRF1 binding	SIAE inh	HTRA1 inhibitor	NPR2 activator
- COCCOc1ccc(C(F)(F)F)cc1NC(=O)COC(=O)c1ccc(N2CCCC2=O)cc1
  3	2	2	4	2	0	3	-3	6	0
- CN(Cc1ccc(Cl)c(Cl)c1)C(C(=O)NCc1ccccc1)c1ccc(C(F)(F)F)cc1 (stereo unspecified)
  1	10	1	-2	-7	1	2	-16	nt	-6
- CC(C)(C)OC(=O)NCc1ccc(CNC(=O)c2nc[nH]c2C(=O)N2CCN(C(=O)OC(C)(C)C)CC2)cc1
  2	-8	-2	4	4	-2	-2	-2	-3	4
- CCC/C(O)=C1\C(=O)CCCC1=NCCc1c(C)[nH]c2ccccc12
  -2	1	-5	-1	-5	0	2	5	0	-5
- CN1CCN(C(=O)CN(c2cc(C(F)(F)F)ccc2Cl)S(C)(=O)=O)CC1
  -1	-1	4	1	-2	-1	-3	0	3	-1
- COC(=O)C1CCCCN1C(=O)c1cc(COc2cccc3cnccc23)on1 (stereo unspecified)
  3	-7	2	3	3	2	0	1	-2	2
- CC(=O)Nc1ccc(S(=O)(=O)N2CCCC2C(=O)Nc2ccc(F)cc2)cc1 (stereo unspecified)
  -8	3	2	4	-5	4	4	2	-1	6
- Cc1cccc(NS(=O)(=O)c2ccc(C(=O)NCC3CCCO3)cc2)c1C (stereo unspecified)
  -12	-5	-4	-2	-6	-4	-2	-1	-1	4
- Nc1[nH]c(C(=O)c2ccccc2)c(-c2ccc3c(c2)OCO3)c1C(=O)NCCc1c[nH]c2ccccc12
  3	14	4	-3	33*	-3	-1	13	nt	1
- COCCN(C(=O)CNC(=O)c1ccco1)C(C(=O)NC1CCCC1)c1ccc(OC)cc1 (stereo unspecified)
  -7	-1	3	-4	-10	-5	3	2	5	9
- O=C(O)c1ccc2noc(-c3ccccc3)c2c1
  -6	2	-2	-3	1	3	-1	1	1	0
- C/C(=N\NC(=O)CNc1cccc(Cl)c1C)c1cccs1
  11	0	1	-5	-3	-3	-1	-2	-3	-4
- CC(=O)Oc1ccc(Cn2c(C)c(C(=O)NC3CC3)sc2=O)cc1
  0	1	1	7	0	-4	-2	3	nt	-3
- C=CCN=C(NC#N)SCCc1ccccc1
  0	2	-2	6	23	-1	-1	-3	-3	0
- CC(CSc1nnnn1-c1ccccc1)Cn1c(N2CCN(C)CC2)nc2c1c(=O)[nH]c(=O)n2C (stereo unspecified)
  -7	-4	-3	-2	4	-1	3	1	-8	-5

Values run as follows: TCR-CD3 inh	rCAG RNA binder	MBD2 DNA inh	NPR1 activator	ABHD4 inh	PRMT1 FP inh	UHRF1 binding	SIAE inh	HTRA1 inhibitor	NPR2 activator
- CCN(CC)c1ccc(NC(=O)CCCCC(=O)Nc2ccc(N(CC)CC)cc2)cc1
  5	-9	-1	-1	6	0	-2	4	12	6
- CC(C)(C)c1ccc(C(=O)Nc2ccc(S(=O)(=O)Nc3cnc4ccccc4n3)cc2)cc1
  -14	26	3	-6	-9	3	1	-25	-14	-3
- O=C(CSc1nc(-c2ccccc2)c(-c2ccccc2)o1)NCCCO
  -1	-3	-2	-10	-3	4	-1	2	-9	-1
- COc1cc(C(C)=O)ccc1OCC(=O)OCC(=O)c1cc(C)n(CC2CCCO2)c1C (stereo unspecified)
  -6	2	2	-1	2	3	-1	1	-4	-5
- O=C(O)CC(Sc1n[nH]c(=S)s1)C(=O)O (stereo unspecified)
  -1	-2	-2	-3	2	27*	3	0	8	4
- O=C(c1ccccc1/S(=N/S(=O)(=O)c1ccccc1)N1CCOCC1)N1CCOCC1 (stereo unspecified)
  3	-3	-3	6	4	2	1	3	6	-1
- COC(=O)CCCC1=CC2=CC(=O)C(C)(OC(=O)c3cccs3)C(=O)C2=CN1CCc1c[nH]c2ccccc12 (stereo unspecified)
  6	14	-9	9	12	2	-5	10	29	3
- O=C(CCCn1c(=O)[nH]c2cc(Cl)ccc2c1=O)NCCCN1CCCC1=O
  -5	-7	-1	-4	13	2	3	3	3	-2
- COc1cccc(CN(C)C(=O)c2cc(-c3cccs3)nc3ccccc23)c1
  0	7	-5	-4	-4	-7	-1	-5	-41	-6
- COc1ccc(CCNC(=O)CS(=O)Cc2nc(-c3ccccc3F)oc2C)cc1OC (stereo unspecified)
  4	-1	5	3	-3	1	-1	6	3	2
- Cc1cc(C(=O)CSc2nnc(Nc3ccccc3)s2)c(C)n1CC1CCCO1 (stereo unspecified)
  -1	3	-2	-1	-6	-5	-3	-2	-12	-1
- Cc1cc(C)cc(SCc2noc(C(=O)NCCN(C)C)c2C(=O)NCCN(C)C)c1
  4	2	0	-1	3	0	-1	-1	2	0
- CCOC(=O)C1C(C(=O)OCC)C1(c1ccccc1)c1ccccc1 (stereo unspecified)
  5	-7	-4	-16	-9	-3	-1	10	-4	-9
- CCC(=O)N(CCC1(C(C)C)CCOC(C)(C)C1)C(C)c1cccs1 (stereo unspecified)
  -1	-12	-1	-15	8	1	0	4	0	-11
- COc1ccc(-c2nc(SCC(=O)NCc3ccco3)c(-c3ccccc3)[nH]2)cc1OC
  8	3	2	-5	7	1	1	4	3	-3

Values run as follows: TCR-CD3 inh	rCAG RNA binder	MBD2 DNA inh	NPR1 activator	ABHD4 inh	PRMT1 FP inh	UHRF1 binding	SIAE inh	HTRA1 inhibitor	NPR2 activator
- CCOC(=O)N1CCN(C(=O)CSc2nc(=O)n3ccc(C)cc3n2)CC1
  0	-1	1	1	0	2	-3	-5	-1	-4
- Cc1ccc(NC(=O)CN(C)C(=O)CSc2nnc(C(F)(F)F)n2C)cc1
  -6	-1	0	-1	-2	0	-1	6	1	-3
- Cc1nn(-c2nnc(C)c(=O)[nH]2)c(C)c1SCC(=O)Nc1ccc(C(C)C)cc1
  1	9	0	-1	-1	6	2	-5	4	-8
- CCS(=O)(=O)NCCc1csc(-c2cccnc2)n1
  1	1	0	0	-5	1	-1	4	-4	2
- Cc1ccc(N(CCCCN2C(=O)c3ccccc3C2=O)C(=O)c2cccs2)cc1
  4	-6	-1	-3	-14	0	0	-3	-3	4
- N#Cc1cccc(CSc2ncnc(N)n2)c1
  -5	-2	3	-7	3	-3	1	-7	-1	2
- O=C(CN1C(=O)NC2(CCOc3ccccc32)C1=O)NCCc1ccccc1 (stereo unspecified)
  -4	7	-4	3	8	4	2	-2	-5	-1
- S=c1nn[nH]c2ccccc12
  -1	4	7	0	-12	10	0	2	4	5
- C[C@@H]1CN([C@H](C)CO)S(=O)(=O)c2ccc(C#Cc3cccc(F)c3)cc2O[C@@H]1CN(C)C(=O)CN1CCOCC1
  -1	5	4	7	3	-2	10	6	-6	2
- COc1cccc(C(=O)Nc2nnc(S(=O)(=O)N(C)Cc3ccccc3)s2)c1
  5	21	0	-1	-7	0	-2	-12	-13	-3
- O=C(c1ccncc1)c1nccn1-c1ccccn1
  -1	-1	1	2	-1	-1	0	0	0	1
- CCN(CC)Cc1oc(CO)cc(=O)c1O
  17	3	3	3	1	0	4	2	7	1
- Cc1ccc(OCC(=O)Oc2c(C)cccc2C)cc1C
  1	-6	8	1	-12	3	4	-10	-9	-8

An excerpt of these results, as tab-separated lines:
smiles	TCR-CD3 inh	rCAG RNA binder	MBD2 DNA inh	NPR1 activator	ABHD4 inh	PRMT1 FP inh	UHRF1 binding	SIAE inh	HTRA1 inhibitor	NPR2 activator
COc1cccc(C(=O)Nc2nnc(S(=O)(=O)N(C)Cc3ccccc3)s2)c1	5	21	0	-1	-7	0	-2	-12	-13	-3
O=C(c1ccncc1)c1nccn1-c1ccccn1	-1	-1	1	2	-1	-1	0	0	0	1
